pPAFAH inh = pPAFAH (human) enzyme inhibition; Q13093; recombinant pPAFAH, FP-rhodamine probe fluorescence polarization; inhibition, % at 3.39 µM; 330,000 compounds, 1.5% hits; AID 463082;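 active = inhibition above the mean inhibition across the screen plus 3 SD, cut at about 25% in these data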;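 also: inhibitors block binding of the rhodamine activity-based probe so polarization drops; 0% = enzyme with DMSO and 100% = wells lacking pPAFAH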
Target sequence (Q13093 whole entry, looked up): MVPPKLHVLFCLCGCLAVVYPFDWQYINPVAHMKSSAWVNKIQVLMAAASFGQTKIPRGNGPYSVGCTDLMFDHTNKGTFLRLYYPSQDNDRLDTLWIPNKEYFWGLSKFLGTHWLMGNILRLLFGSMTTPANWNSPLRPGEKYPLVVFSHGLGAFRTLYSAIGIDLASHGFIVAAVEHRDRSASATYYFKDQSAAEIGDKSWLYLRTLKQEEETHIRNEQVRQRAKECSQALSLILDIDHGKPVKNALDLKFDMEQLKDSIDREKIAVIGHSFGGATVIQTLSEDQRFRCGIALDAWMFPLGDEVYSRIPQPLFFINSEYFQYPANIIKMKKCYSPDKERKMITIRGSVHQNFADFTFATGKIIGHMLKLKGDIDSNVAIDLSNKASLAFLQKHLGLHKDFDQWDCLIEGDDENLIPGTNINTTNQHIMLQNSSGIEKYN
GSTO1 inh = GSTO1 inhibition, counter-screen for RBBP9 inhibitors | P78417 | recombinant GSTO1, activity-based probe fluorescence polarization | inhibition, % at 5.96 µM | 300,000 compounds, 1.1% hits;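 active = inhibition above the campaign mean inhibition plus 3 SD, cut at about 35% in these data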;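 also: 0% = GSTO1-1 with DMSO and 100% = wells lacking GSTO1-1 enzyme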
PME-1 inh = PME-1 (human) inhibition. Q9Y570. recombinant PME-1, FP-Rh probe fluorescence polarization. inhibition, % at 5.9 µM. 320,000 compounds, 0.53% hits;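 active = inhibition above the campaign mean of all compounds plus 3 SD, cut at about 26% in these data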;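 also: competitive labeling of PME-1 active site by serine hydrolase directed probe; 0% = PME-1 with DMSO and 100% = wells lacking PME-1 enzyme; inhibitors block probe labeling so polarization falls and inhibition rises; many of its hits are not listed in these tables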
PAFAH1B3 inh = blocks human PAF acetylhydrolase 1B catalytic subunit 3 | inhibition, % at 3.39 µM | AID 492972 | 340,000 compounds, 0.28% hits | Q15102 | recombinant PAFAH1B3, FP-rhodamine probe, fluorescence polarization;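 active = inhibition above the screen-wide average of all tested compounds plus 3 SD, cut at about 25% in these data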;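 also: 0% = enzyme with DMSO only and 100% = wells lacking PAFAH1B3 protein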
Target sequence (Q15102 whole entry, looked up): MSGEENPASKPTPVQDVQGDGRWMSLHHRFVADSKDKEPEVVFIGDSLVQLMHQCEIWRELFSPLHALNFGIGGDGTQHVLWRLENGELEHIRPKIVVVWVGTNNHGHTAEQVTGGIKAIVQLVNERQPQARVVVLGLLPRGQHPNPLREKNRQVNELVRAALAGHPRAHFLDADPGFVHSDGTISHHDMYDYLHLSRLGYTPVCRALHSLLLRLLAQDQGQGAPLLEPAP
Fam108B inh = Fam108B inhibition, counter-screen for RBBP9 inhibitors. recombinant Fam108B, FP-Rh probe fluorescence polarization. AID 1947. inhibition, % at 9.51 µM. 300,000 compounds, 0.33% hits;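 active = inhibition above the screen mean inhibition plus 3 SD, computed separately per campaign, cut at about 18% in these data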;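 also: inhibitors lower polarization as less probe binds the enzyme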
PAD4 FP inh = inhibitors of human PAD4 | recombinant PAD4, RCA probe fluorescence polarization | 330,000 compounds, 0.41% hits | AID 485272 | inhibition, % at 6.36 µM;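 active = percent inhibition above a cutoff equal to the mean of all tested compounds plus 3 SD, cut at about 15% in these data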;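 also: 0% = PAD4 with RCA probe and DMSO and 100% = probe without PAD4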
PAFAH2 inh = PAFAH2 (human) inhibition; Q99487; recombinant PAFAH2, FP-rhodamine activity probe, fluorescence polarization; inhibition, % at 3.39 µM; 340,000 compounds, 0.99% hits;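 active = inhibition above the mean over all tested compounds plus 3 SD, cut at about 30% in these data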;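 also: inhibitors block probe labeling of enzyme so polarization drops; 0% = enzyme with DMSO and 100% = wells lacking PAFAH2 protein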
LYPLA1 counter = blocks human lysophospholipase 1, a PME1 counter-screen; recombinant LYPLA1, FP-Rh probe fluorescence polarization; inhibition, % at 5.9 µM; 320,000 compounds, 0.16% hits;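 active = inhibition above the mean of all tested compounds plus 3 SD, set per campaign, cut at about 14% in these data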;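 also: inhibitors block serine hydrolase probe labeling of LYPLA1 so polarization falls; 0% = enzyme with DMSO and 100% = wells lacking LYPLA1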
Target sequence (O75608 whole entry, looked up): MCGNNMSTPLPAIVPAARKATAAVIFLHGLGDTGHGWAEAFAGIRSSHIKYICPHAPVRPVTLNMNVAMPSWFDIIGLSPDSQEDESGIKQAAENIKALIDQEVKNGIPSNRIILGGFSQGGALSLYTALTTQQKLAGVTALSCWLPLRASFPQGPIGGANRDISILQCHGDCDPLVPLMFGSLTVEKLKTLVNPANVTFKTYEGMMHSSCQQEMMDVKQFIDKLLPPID
PAFAH1B2 inh = blocks human PAF acetylhydrolase 1b catalytic subunit 2; recombinant PAFAH1B2, FP-rhodamine activity probe, fluorescence polarization; inhibition, % at 3.39 µM; 340,000 compounds, 1.2% hits; AID 492953; P68402;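 active = inhibition above the mean of all tested compounds plus 3 SD, cut at about 24% in these data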;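 also: 0% = enzyme with DMSO and 100% = wells lacking PAFAH1B2; many of its hits are not listed in these tables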
* = called active by the depositor; x = not tested or not shown. Not all compounds are listed; count on the stated rates, not on these rows.

smiles,pPAFAH inh,GSTO1 inh,PME-1 inh,PAFAH1B3 inh,Fam108B inh,PAD4 FP inh,PAFAH2 inh,LYPLA1 counter,PAFAH1B2 inh
CCOC(=O)c1cn2nc(SCc3ccccc3)nc2nc1C,1.8,5.4,4.7,3.2,1.3,-0.4,0.7,4.4,-1.7
Cc1nc(SCc2nc3ccccc3[nH]2)c2oc3ccccc3c2n1,-12.5,-3.4,-8.0,-0.1,-5.8,2.4,-0.6,-5.7,1.4
C=CCn1c(Cc2ccc(OC(C)C)c(Cl)c2)nnc1SCC(N)=O,3.2,4.3,2.6,2.7,3.0,8.2,1.1,1.0,-1.9
O=S(=O)(Nc1ccccc1N1CCCCC1)c1cccs1,0.3,1.8,1.6,5.6,1.1,-0.8,2.3,0.0,12.7
O=C(N/N=C/c1c[nH]c2c1ccc1ccccc12)c1ccc([N+](=O)[O-])cc1,-2.9,-0.5,14.5,-5.6,-1.0,0.8,-16.0,-9.2,-2.8
COc1ccc(C2C(C#N)=C(N)N(N(C)C)C3=C2C(=O)CC(C)(C)C3)cc1OC (centres undefined),2.9,-1.6,-2.6,7.2,1.1,1.2,3.3,0.6,4.2
COc1ccc(C=O)c(OC)c1,3.4,-0.8,3.5,7.0,2.8,-5.7,-0.8,0.3,5.0
NC(=O)CSc1nnc(-c2cc(-c3cccs3)nc3ccccc23)o1,0.3,-2.2,-51.8,-12.0,-31.8,1.0,-24.3,-18.9,-8.9
O=C(Nc1ccc(N2CCOCC2)c(Cl)c1)c1ccc(F)cc1,1.0,1.6,-7.2,4.9,-2.8,-1.2,0.5,-3.1,-5.5
Cc1cccc(N2CCN(C(=O)Cn3cccc3C(=O)c3ccccc3)CC2)c1C,4.1,9.8,-2.6,1.8,3.9,4.3,-7.5,0.6,0.3
CC(=O)c1cc(F)c(N2CCN(CCC#N)CC2)cc1C,6.0,-4.7,-7.7,8.5,-0.6,1.5,8.1,0.6,1.4
CC[C@@H](C)C(NC(=O)OC(C)(C)C)c1cn([C@@H](CCC(=O)OC(C)(C)C)C(=O)N2CCN(C(=O)OC(C)(C)C)CC2)nn1 (some centres undefined),3.6,1.9,3.6,10.9,2.9,-4.2,0.7,1.6,-0.3
CCOP1(=O)C=C(C(C)(C)C)OC1c1ccc(F)cc1 (centres undefined),-2.7,11.9,3.0,3.4,0.2,-0.3,8.6,-0.7,1.6
CCSc1nccc(-c2nn(-c3ccc(C)cc3)ccc2=O)n1,2.6,-5.8,-0.8,6.5,5.0,-4.4,-0.8,0.1,2.5
COc1cccc(NC(=O)C2CCC(CNS(=O)(=O)c3cccc4cccnc34)CC2)c1 (centres undefined),-0.7,4.8,2.0,2.4,1.0,-2.3,5.0,-3.2,0.6
CCNC(=O)COC(=O)CCNC(=O)c1ccc(Cl)cc1,-1.9,-4.8,-3.7,-0.1,-4.0,-4.6,-4.7,-0.6,3.6
O=C(NCCc1ccccn1)c1c(-c2ccsc2)sc2ccccc12,4.4,x,x,4.2,x,-0.6,0.0,x,0.3
O=C(Cc1ccccc1[N+](=O)[O-])NNC(=O)c1ccncc1,0.4,x,4.2,-6.0,x,-0.6,0.0,3.4,4.3
Fc1ccc2nc(-c3ccccc3)nc(SCc3nnc(-c4ccccc4)o3)c2c1,1.5,-8.0,-4.2,1.1,-2.3,4.7,-2.5,-0.9,7.5
Nc1ccc(N(c2ccccc2)c2ccc(N)cc2)cc1,10.2,43.1*,8.3,5.9,7.9,-6.6,5.9,-1.7,8.3
COc1ccc(S(=O)(=O)N(C)C[C@H]2Oc3c(NC(=O)NC4CCCCC4)cccc3C(=O)N([C@H](C)CO)C[C@@H]2C)cc1,4.1,x,x,9.8,x,7.1,0.2,x,3.8
COCCNC(=O)C(c1ccc(C)o1)N(C(=O)Cn1nnc2ccccc21)c1ccccc1 (centres undefined),0.7,0.7,-0.8,4.0,-2.6,-0.8,2.1,-1.4,4.2
O=C(Nc1ccccc1C(=O)NC1CCCCC1)c1ccccc1,4.5,-0.5,-4.8,-2.4,-2.1,-4.7,-5.4,-2.2,-0.1
CC(C)(C)CC(=O)NCc1cccs1,2.4,0.1,-4.0,3.8,0.3,3.5,6.7,4.0,-0.9
CC(C)N(Cc1ccccc1)C(=O)CN1c2cccc3cccc(c23)S1(=O)=O,3.8,x,x,10.8,x,-2.0,-1.7,x,9.6
Cc1ccc(-n2nc(C)c(C3(O)C(=O)N(C)c4ccccc43)c2N)cc1 (centres undefined),1.3,2.9,-1.8,4.7,3.1,-5.2,3.8,-0.4,-2.7
Cc1nc(N2CCN(S(=O)(=O)c3ccc(Br)cc3)CC2)c2c(C)c(C)sc2n1,4.8,1.2,11.3,-1.7,-6.1,-4.0,-2.4,-4.0,11.4
O=C(O)CCNc1cc2ccccc2cc1C(=O)O,0.2,11.2,-1.0,8.9,-1.1,-7.4,0.6,1.0,5.7
COc1ccccc1NC(=O)CSc1nc(N)cc(N)n1,4.4,13.3,4.6,8.0,-1.9,-0.8,-5.1,0.3,3.2
CC1(C)C(N(O)C(=O)Nc2ccccc2)N(c2cccc(Cl)c2)C(=O)N1O (centres undefined),6.6,-0.8,1.0,0.1,0.0,1.5,-4.9,-0.1,-2.2

Compound profiles, from the list above:
Nc1ccc(N(c2ccccc2)c2ccc(N)cc2)cc1 is listed with pPAFAH inh: 10.2; GSTO1 inh: 43.1*; PME-1 inh: 8.3; PAFAH1B3 inh: 5.9; Fam108B inh: 7.9; PAD4 FP inh: -6.6; PAFAH2 inh: 5.9; LYPLA1 counter: -1.7; PAFAH1B2 inh: 8.3
COc1ccc(S(=O)(=O)N(C)C[C@H]2Oc3c(NC(=O)NC4CCCCC4)cccc3C(=O)N([C@H](C)CO)C[C@@H]2C)cc1 is listed with pPAFAH inh: 4.1; GSTO1 inh: x; PME-1 inh: x; PAFAH1B3 inh: 9.8; Fam108B inh: x; PAD4 FP inh: 7.1; PAFAH2 inh: 0.2; LYPLA1 counter: x; PAFAH1B2 inh: 3.8

Going on with the list.
smiles,pPAFAH inh,GSTO1 inh,PME-1 inh,PAFAH1B3 inh,Fam108B inh,PAD4 FP inh,PAFAH2 inh,LYPLA1 counter,PAFAH1B2 inh
COC(=O)c1cc2c(cc1[N+](=O)[O-])OCO2,-8.8,12.9,2.0,-7.2,3.7,-12.3,0.0,-1.1,-8.2
Cc1nnc(NC(=O)CSc2nc(N)c(NC(=O)c3cccs3)c(=O)[nH]2)s1,1.9,12.0,-2.4,6.3,-0.6,-0.6,-4.1,-2.3,7.7
CC(=O)Nc1ccc(S(=O)(=O)NCCC(=O)Nc2cccc(Cl)c2)cc1,2.3,6.9,1.1,4.9,-0.9,-4.2,5.0,1.7,7.5
C=CCn1c(C2CCCCC2)n[nH]c1=S,4.9,3.0,4.4,9.9,5.6,-5.4,3.3,4.0,7.2
Cc1onc(-c2c(Cl)cccc2Cl)c1C(=O)NCCc1ccc(S(N)(=O)=O)cc1,4.3,0.6,8.9,-7.6,0.6,-1.2,-3.0,-2.3,-1.6
CNC(=S)Nc1ccc(-c2nc3ccc(C)cc3s2)cc1,-5.3,-12.4,5.0,10.2,-2.6,-4.3,6.1,-17.9,0.4
Cc1ccc(S(=O)(=O)NNC2=NS(=O)(=O)c3ccccc32)c(C)c1,-3.8,2.2,3.5,0.0,-5.6,-0.1,8.3,3.5,10.4
COc1ccccc1CCC(=O)Nc1ccc2c(c1)CN(Cc1ccc(CO)o1)CC2,20.2,-5.6,-6.9,5.6,-1.7,1.9,1.3,-3.5,-6.6
CCCN(CCC)C(=O)Cc1coc2ccc3ccccc3c12,0.5,0.8,-0.8,7.1,0.3,1.5,-1.7,-2.7,5.3
COC(=O)c1ccc(CNC(=O)COC(=O)c2ccc(N(C)C)cc2)cc1,5.8,-2.9,1.9,8.7,-1.1,-0.8,44.0*,2.4,7.8
Cc1ccc(NC(=O)C(Cc2ccccc2)NC(=O)OCc2ccccc2)cc1C (centres undefined),0.8,4.8,-0.3,-4.5,2.1,-0.5,5.4,0.9,1.4
O=C(CSc1nnc(Cc2ccccc2)n1-c1cccc(Cl)c1)N1CCOCC1,2.4,8.7,-0.1,2.8,5.8,4.2,2.7,-2.9,7.0
COc1ccc(S(=O)(=O)N2CCC(C(=O)NCC3CCCO3)CC2)cc1OC (centres undefined),1.8,6.2,-1.5,x,4.2,-10.7,x,5.0,x
Cc1ccc(C(=O)OCC(=O)NCCc2ccccc2)cc1S(=O)(=O)N1CCOCC1,13.2,1.2,1.3,1.8,0.7,0.4,22.6,1.2,-3.7
COc1ccccc1C(=O)C1CCCN(C(=O)C2CCCC2)C1 (centres undefined),5.6,8.0,7.9,0.3,-1.5,5.4,1.1,2.3,5.0
Cc1cc(C)n2nc(C(=O)OCC(=O)N3CCC3)nc2n1,0.9,2.6,-1.5,6.3,1.3,0.4,-0.2,0.3,-3.3
Cc1cccc(NC(=S)NCCc2ccc(F)cc2)c1C,3.0,10.4,8.3,6.7,-0.2,-1.6,2.9,1.4,6.5
O=c1[nH]c(=O)n(-c2ccccc2)c2c1C(C(F)(F)F)(C(F)(F)F)N=C(C1CCCCC1)N2,-2.3,-2.2,-0.6,6.1,9.1,6.1,8.7,-4.9,1.9
COC(=O)c1ccc(C23CC4(C2)[C@H](CN(Cc2ccc(C(F)(F)F)cc2)[C@@H]4c2ccccc2)C3c2ccccc2)cc1 (some centres undefined),-1.0,2.1,-5.0,12.4,-3.5,1.5,-3.1,-7.4,5.2
CCc1ccc(C(=O)NCc2ccc(Cl)cc2Cl)cc1,-4.2,5.2,-0.8,0.1,-7.9,-3.4,4.8,-9.2,0.8
Cc1ccc(N2CC(O)=C(c3nc4ccccc4c(=O)[nH]3)C2=N)cc1C,1.9,-1.2,-32.0,-3.4,1.2,2.0,-6.2,1.2,2.3
CCN(CC(=O)Nc1c(F)cccc1F)C(=O)c1ccc2ccccc2n1,0.9,4.3,-0.9,10.1,-0.7,-0.8,-4.8,-3.2,0.8
COc1ccc(NC(=S)NN(C)C(=S)Nc2ccc(OC)cc2)cc1,3.8,3.0,-1.6,7.3,5.9,0.5,-0.2,-1.5,3.6
